GC-B act – GC-B (human) receptor activation | P20594 | HEK293-GC-B cells, CNP EC30, cGMP TR-FRET; 0% at EC30 CNP, 100% saturating CNP | activation, % at 10 µM | 370,000 compounds, 0.11% hits | AID 1920062;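 active means activation at 10 µM reaching about 35% in either raw or pattern-adjusted values, limit read from the data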
ASAP1 inh – ASAP1 ArfGAP inhibition. ASAP1-stimulated ARF1 GTP hydrolysis, GDP FP detection. inhibition, % at 16.5 µM. 360,000 compounds, 0.19% hits; in the data active means inhibition above about 25%;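 further: 0% = vehicle with enzyme and substrate and 100% = no enzyme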
Target sequence (Q9ULH1 325-724 limits assumed): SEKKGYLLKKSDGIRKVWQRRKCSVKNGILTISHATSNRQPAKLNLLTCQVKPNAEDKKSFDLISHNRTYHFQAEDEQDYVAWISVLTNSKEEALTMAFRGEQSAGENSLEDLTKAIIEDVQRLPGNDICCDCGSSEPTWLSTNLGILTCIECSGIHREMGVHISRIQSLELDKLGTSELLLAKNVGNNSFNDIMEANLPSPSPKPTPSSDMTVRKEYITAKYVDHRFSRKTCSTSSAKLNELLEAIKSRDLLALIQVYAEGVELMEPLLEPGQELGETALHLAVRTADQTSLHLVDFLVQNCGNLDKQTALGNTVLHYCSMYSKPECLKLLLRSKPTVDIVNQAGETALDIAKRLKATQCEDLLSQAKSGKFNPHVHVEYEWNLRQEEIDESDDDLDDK
sPLA2-III inh – Blocks human group III sPLA2 activity | QFRET BODIPY PC-A2 liposome hydrolysis, fluorescence | inhibition, % at 12.2 µM | 370,000 compounds, 0.56% hits;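 active means inhibition above mean plus 3 SD of compounds lying within the high and low control bounds, cut at about 19% in these data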;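 further: 0% = median of test compound wells and 100% = no enzyme DMSO wells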
ARFGAP1 inh – inhibitors of rat ARFGAP1; Arfgap1-stimulated ARF1 GTP hydrolysis, GDP FP detection; 360,000 compounds, 0.26% hits; Q62848; inhibition, % at 16.5 µM;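 active means inhibition above a per-plate limit, mean inhibition of low control wells plus 3 SD, cut at about 25% in these data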;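 further: 0% = DMSO wells with enzyme and 100% = wells lacking Arfgap1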
Target sequence (Q62848 1-136 limits assumed): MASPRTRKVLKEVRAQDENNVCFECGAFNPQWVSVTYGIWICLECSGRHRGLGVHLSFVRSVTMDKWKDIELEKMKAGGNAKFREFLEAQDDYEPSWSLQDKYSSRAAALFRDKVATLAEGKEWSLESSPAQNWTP
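System: truncated rat Arfgap1 GAP domain / Medium: HEPES-based buffer, pH 7.5 / Also added: N-terminally truncated human ARF1-GTP substrate / Incubation: enzyme reaction 120 min at 25 °C after 20 min preincubation / Measured by: FP of antibody-bound GDP Alexa 633 tracer, ex 620/em 688 nm / Replicates: singlicate, each compound tested once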
proKLK7 act – activators of human kallikrein-7 zymogen | AID 652039 | P49862 | 370,000 compounds, 0.9% hits | purified proKLK7, EDANS-DABCYL substrate fluorescence; 100% is mature enzyme control, 0% vehicle | activation, % at 7 µM;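 active means activation above the mean of all tested compounds plus 3 SD, computed per campaign excluding outliers beyond control limits, cut at about 13% in these data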
GC-A act – GC-A (human) enzyme activation | P16066 | HEK293 GC-A cells, cGMP TR-FRET, EC30 ANP; 0% at EC30 ANP, 100% saturating ANP | activation, % at 10 µM | 370,000 compounds, 0.14% hits | AID 1671463; in the data active means activation above about 40%
Tn6 DDE FP – DD(E)-Tn6 binding inhibition, primary FP screen; P02675; Fibrin DD(E) TRITC-Tn6 fluorescence polarization displacement; inhibition, % at 8.3 µM; 370,000 compounds, 0.21% hits; AID 720509;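 active means inhibition above a per-campaign cutoff: mean of compounds within control limits plus 3 SD, cut at about 15% in these data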;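 further: 0% = median of all compound wells on the plate and 100% = blocking peptide control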
ADAM10 inh – inhibitors of human ADAM10 | O14672 | recombinant ADAM10, EDANS/DABCYL FRET peptide cleavage, 3 h | inhibition, % at 7 µM | 370,000 compounds, 0.62% hits;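 active means inhibition above a per-campaign cutoff equal to the mean of compounds falling between control-based bounds plus 3 SD, cut at about 20% in these data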;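 further: 0% = DMSO wells while the 100% control is not disclosed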
Target sequence (O14672 214-748 limits assumed): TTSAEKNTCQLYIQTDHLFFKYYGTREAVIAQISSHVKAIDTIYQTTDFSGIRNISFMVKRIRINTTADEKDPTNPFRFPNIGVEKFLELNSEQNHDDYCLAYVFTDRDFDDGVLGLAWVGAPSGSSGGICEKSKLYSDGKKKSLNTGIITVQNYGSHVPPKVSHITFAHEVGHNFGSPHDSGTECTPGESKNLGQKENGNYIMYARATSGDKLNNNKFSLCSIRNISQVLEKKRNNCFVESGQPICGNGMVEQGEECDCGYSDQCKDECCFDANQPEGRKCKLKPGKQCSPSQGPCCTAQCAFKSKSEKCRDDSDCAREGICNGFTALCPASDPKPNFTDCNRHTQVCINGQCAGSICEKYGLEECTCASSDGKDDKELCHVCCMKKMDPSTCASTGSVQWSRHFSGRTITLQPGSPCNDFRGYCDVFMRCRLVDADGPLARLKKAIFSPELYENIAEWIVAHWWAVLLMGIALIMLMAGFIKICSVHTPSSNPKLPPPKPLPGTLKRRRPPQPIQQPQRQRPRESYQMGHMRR
rCAG RNA binder – molecules binding r(CAG) RNA repeats; 370,000 compounds, 1.3% hits; AID 651821; r(CAG) RNA repeat, TO-PRO-1 dye displacement fluorescence; inhibition, % at 3 µM;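 active means inhibition above the plate cutoff, the mean of all test compounds on that plate plus 3 SD, cut at about 35% in these data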;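 further: 0% = DMSO alone and 100% = 100 µM mitoxantrone as full dye displacement; higher means more dye released from RNA so lower well fluorescence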
GAA850 FXN act – frataxin GAA850 promoter activation. activation, % at 6 µM. 360,000 compounds, 0.56% hits. HEK293 lucGAA850 FXN promoter luciferase reporter, 24 h; percent of 10 µM SAHA response;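 active means activation above the average of all compounds screened plus 3 SD, cutoff fixed separately per campaign, cut at about 7.5% in these data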;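 further: 0% = DMSO wells and 100% = 10 µM SAHA wells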
Numbers without * were called inactive; i = inactive; nt = not tested or not shown.

SMILES	GC-B act	ASAP1 inh	sPLA2-III inh	ARFGAP1 inh	proKLK7 act	GC-A act	Tn6 DDE FP	ADAM10 inh	rCAG RNA binder	GAA850 FXN act
COc1ccc(N2CCN(S(=O)(=O)CC34CCC(CC3=O)C4(C)C)CC2)cc1 (configuration not stated)	5	0	8	10	-0.1	1	2	5	-9	0.1
c1cnc(NCCSSCCNc2ncccn2)nc1	0	0	17	0	-0.6	-3	2	-7	2	2.9
O=C(O)c1ccccc1C(=O)c1ccc2c(c1)CCC2	1	-6	9	-4	0.2	7	6	4	7	-0.6
O=S(=O)(/N=C(/Nc1ccc(Cl)c(S(=O)(=O)N2CCOCC2)c1)c1ccc(F)cc1)c1ccccc1	-3	3	-10	5	0.3	1	-12	12	6	-1.1
CSc1ncccc1C(=O)OCC(=O)NC(N)=O	-1	-1	1	4	-0.3	2	-4	4	-1	2.0
CCOc1ccc(CCNC(=O)COc2cc(=O)n(C)c3ccccc23)cc1OCC	-4	11	16	9	-0.1	1	-9	-6	-11	4.9
O=C(NCCN1CCOCC1)c1cc(-c2ccc(Cl)s2)nc2ccccc12	-4	6	-2	5	-4.5	2	-3	-454	3	-0.8
N#Cc1ccccc1NCC(=O)N1CCN(S(=O)(=O)c2ccccc2)CC1	-18	3	-4	1	-0.3	-26	-3	-25	4	0.5
COc1ccc(NC(=O)c2cc(S(=O)(=O)Nc3ccc(OC)cc3)cs2)cc1	-7	-6	-18	18	0.1	-34	-2	13	9	-0.2
O=S1(=O)c2ccc(Br)cc2-n2nncc2CN1Cc1cccc(Cl)c1	-4	-4	-9	4	-0.6	-3	8	-6	7	nt
Cc1ccc(-c2csc(C(O)(c3ccccc3)C(F)(F)F)n2)cc1C (configuration not stated)	-2	11	-29	-4	-0.7	4	6	6	1	0.1
O=c1c2sccc2n(Cc2cccc(F)c2)c(=O)n1-c1ccc(F)cc1	6	-4	-1	-12	0.5	2	8	1	-2	2.9
CCN(C)C(=O)CN1C(=O)C2CCCCN2C(=O)c2ccccc21 (configuration not stated)	-5	nt	12	nt	-0.1	-1	-5	-15	6	nt
Cc1cc(S(=O)(=O)Nc2cccc(O)c2)c(C)s1	1	-8	-14	5	0.9	4	11	8	1	-1.4
Cc1occc1-c1nnc(SCC(=O)NC2CCC(C)CC2)o1 (configuration not stated)	2	-2	9	-4	0.8	-3	2	-22	-1	0.5
CCN(CC)S(=O)(=O)c1ccc(NC(=O)Nc2cccc(C(F)(F)F)c2)cc1	2	5	-42	20	0.2	-10	-8	39*	35	-2.0
COc1ccc(Cc2nnc(Nc3ccccc3OC)[nH]c2=O)cc1	-5	-10	0	-9	-0.1	-4	1	-5	1	3.7
COc1cccc(S(=O)(=O)N2CCOCC2)c1	5	-4	9	6	-0.1	2	5	-7	0	-0.3
CCC(C)(C)n1nnnc1C(c1cc2ccc(OC)cc2[nH]c1=O)N1CCc2ccccc2C1 (configuration not stated)	0	3	3	13	-7.7	-4	1	-59	-1	3.3
O=c1sc2ccccc2c(N2CCCC2)c1[N+](=O)[O-]	-5	-2	2	2	-0.1	7	-4	-3	0	3.0
O=C(COC(=O)CCCN1C(=O)c2cccc3cccc(c23)C1=O)Nc1cccc(Br)c1	1	12	2	5	-0.3	-1	3	-18	0	-0.9
CCOC(=O)C[C@@H]1OC2CCCCC2N1S(=O)(=O)c1ccc(C)cc1 (some centres not stated)	-4	5	1	-6	0.4	-1	5	0	-2	nt
CC(=O)NS(=O)(=O)c1ccc(NC(=O)CSc2ccc(Cl)cc2)cc1	7	10	-6	8	0.0	-1	0	-2	3	nt
CN(Cc1ccccc1)C(=O)COC(=O)/C=C/c1ccc2c(c1)OCO2	2	3	2	8	2.6	1	-2	-242	0	1.3
CCSc1nc2sc3c(c2c(=O)[nH]1)CC(C)(CC)OC3 (configuration not stated)	-4	-5	-1	-16	0.7	-2	-4	0	2	-0.7
CCc1ccccc1NC(=O)C1CCCN(c2nn3c(=O)cc(C)nc3s2)C1 (configuration not stated)	-2	-6	-1	-1	0.3	-2	-1	-7	1	-1.4
Cc1noc(C)c1NC(=O)Nc1ccc2c(c1)CC(=O)N([C@@H](C)CO)C[C@@H](C)[C@@H](CN(C)C(=O)Nc1cccc3ccccc13)O2	3	5	-13	5	-2.6	0	-3	-73	0	0.4
CC(C)Oc1ccccc1OCCCCn1cnc2ccccc2c1=O	1	1	-2	5	0.1	-3	-5	-4	-4	1.9
CCc1nn(CCCC(=O)N2CCc3ccccc3C2)c(=O)c2cc3occc3n12	-6	-6	-1	8	0.2	-3	-5	-19	0	0.7
COc1cccc(/C=C2\SC(N3CCCC(C)C3)=NC2=O)c1OC (configuration not stated)	3	7	-6	10	-0.7	-1	-12	1	-2	4.2
Cc1cc(C)cc(NC(=S)NCCc2c[nH]c3ccccc23)c1	-14	6	-14	6	0.4	-2	-7	29*	9	0.3
Clc1ccc(CNc2ccc(N3CCN(Cc4ccccc4)CC3)cc2)cc1	0	1	14	-15	0.7	9	4	8	-4	0.9
O=C(Nc1ccc(N2CCN(c3ccccc3)CC2)c(F)c1)C1CC1	-1	8	10	1	-0.6	-2	2	-11	1	0.0
O=C(NCCc1ccccc1)C1CCN(S(=O)(=O)c2cccs2)CC1	1	19	3	8	-0.6	7	1	2	1	-1.6
O=C(NCCn1cc(SCC(=O)N2CCOCC2)c2ccccc21)c1c(F)cccc1F	1	-4	1	-1	0.4	-6	0	0	3	1.5
COCCNC(=O)Cn1cc(C(=O)c2ccco2)c2ccccc21	-1	-12	-1	7	-0.3	-1	0	-9	-3	0.4
CC(=O)N1Cc2[nH]c3ccccc3c2CC1C(=O)O (configuration not stated)	2	7	4	4	2.0	5	-7	-11	2	1.7
Oc1cccc(C(O)CNCc2ccc(OCc3ccc(Cl)cc3Cl)cc2)c1 (configuration not stated)	-4	6	-22	7	-0.1	-1	0	-54	1	5.5
O=C(CO/N=C/c1ccccc1)N1c2ccccc2Oc2ccccc21	-8	-2	-11	-4	0.8	-11	2	2	-4	0.5
CCN(CC)C(=O)C1=C(C)N(CCCN2CCCC2=O)C(=O)C(CC(=O)NCCc2ccccn2)C1 (configuration not stated)	0	-1	8	-5	-0.9	-3	-6	-12	-2	0.6
O=C(Cn1cnc2c(nnn2Cc2ccc(F)cc2)c1=O)OCc1ccccc1	13	-9	-2	-3	-0.4	13	5	-1	-2	-0.5
C=CCN1C(=O)c2ccccc2Sc2ccc(C(=O)NCCC)cc21	-3	-19	-6	13	0.0	4	-2	-1	-8	0.8
NC(=O)CC(NC(=O)OCc1ccccc1)C(=O)O (configuration not stated)	2	17	7	2	-0.5	4	3	5	-1	1.5
COC(=O)c1nnn(CC(=O)Nc2cccc(Cl)c2C)c1C(=O)OC	4	17	1	-8	-2.1	2	-6	-4	-1	1.0
Cn1nc(C(F)(F)F)c(-c2ccc(F)cc2)c1NC(=O)Nc1ccc(F)cc1	4	14	-5	7	0.1	-5	4	6	-1	0.6
O=C(CCc1ccccc1)NNC(=O)c1ccccc1F	-8	-8	0	3	0.2	2	-2	-4	-3	-1.1
COc1cccc(NC(=O)c2cc3c(=O)n4ccccc4nc3n(CC(C)C)c2=N)c1	5	12	8	-1	0.2	2	-1	-16	2	1.4
NS(=O)(=O)c1ccc(CCNC(=O)c2cc(-c3ccccc3)nc3ccccc23)cc1	-2	-6	-12	-2	0.1	-1	0	-14	8	-0.4

3 compounds already listed, ordered by the number in ASAP1 inh, highest first.
SMILES,ASAP1 inh
NC(=O)CC(NC(=O)OCc1ccccc1)C(=O)O (configuration not stated),17
Cn1nc(C(F)(F)F)c(-c2ccc(F)cc2)c1NC(=O)Nc1ccc(F)cc1,14
C=CCN1C(=O)c2ccccc2Sc2ccc(C(=O)NCCC)cc21,-19

Another view of some results above:
| structure | GC-B act | ASAP1 inh | sPLA2-III inh | ARFGAP1 inh | proKLK7 act | GC-A act | Tn6 DDE FP | ADAM10 inh | rCAG RNA binder | GAA850 FXN act |
| --- | --- | --- | --- | --- | --- | --- | --- | --- | --- | --- |
| O=c1c2sccc2n(Cc2cccc(F)c2)c(=O)n1-c1ccc(F)cc1 | 6 | -4 | -1 | -12 | 0.5 | 2 | 8 | 1 | -2 | 2.9 |
| CCN(C)C(=O)CN1C(=O)C2CCCCN2C(=O)c2ccccc21 (configuration not stated) | -5 | nt | 12 | nt | -0.1 | -1 | -5 | -15 | 6 | nt |

Next part.
SMILES	GC-B act	ASAP1 inh	sPLA2-III inh	ARFGAP1 inh	proKLK7 act	GC-A act	Tn6 DDE FP	ADAM10 inh	rCAG RNA binder	GAA850 FXN act
CC(C)CN(C(=O)CSc1nnc2ccccn12)c1c(N)n(CC(C)C)c(=O)[nH]c1=O	-17	5	8	-6	0.5	1	5	-19	0	1.8
Cc1cc(C)c(S(C)(=O)=O)c(S(=O)(=O)c2ccc(Cl)cc2)n1	-4	-2	1	7	0.2	7	-3	2	2	-2.1
CCOc1ccc(S(=O)(=O)NCCC(=O)NCC2(N3CCCCC3)CCCCC2)cc1	4	-7	0	-9	0.1	3	-3	-9	-6	0.1
Cc1cccc(CSc2nnc(-c3cccs3)n2Cc2ccco2)c1	-13	3	0	-19	-0.1	-21	6	4	-5	2.2
O=C(NCCc1ccccc1)c1cccc(S(=O)(=O)NCc2ccccc2)c1	4	7	-3	14	-0.1	-2	-5	-4	-5	0.6
COc1ccc(Cl)cc1C1=NOC2(CCC2)C(=O)N1Cc1ccc(NC(C)=O)cc1	-7	8	-7	-6	0.1	-4	-4	-5	1	6.1
O=c1c(-c2cccc(Cl)c2)c[nH]n1-c1ccccc1	7	-5	-3	-9	-0.8	-4	10	-5	1	0.5
COc1ccc(C(C(=O)c2ccccc2)c2ccccc2)cc1 (configuration not stated)	-8	1	-4	2	0.2	-11	2	5	1	nt
Cc1cccc(C)c1-n1nnnc1C1(C)CCC(=O)N1CCc1ccc(O)cc1 (configuration not stated)	0	2	-15	5	-0.1	2	-3	-3	1	nt
CCOC(=O)c1ccc(NC(=O)c2ccc(CN3CCc4ccccc4C3)cc2)cc1	-3	-5	1	-6	0.2	-2	6	8	0	-2.4
O=C(Nc1ccc(F)cc1)/C(=C1/CCCCCN1)[N+](=O)[O-]	-3	-5	3	10	-0.8	4	3	-10	-1	1.9
O=c1[nH]c(=O)n(-c2cc(Br)c(O)c(Br)c2)cc1Br	0	-15	3	8	-0.3	-1	1	-3	1	2.7
CNC(=S)Nc1cc(OC)ccc1OC	1	1	3	-3	0.4	-4	-3	-4	-1	-0.3
CN(C)S(=O)(=O)Nc1ccc(Br)cc1F	0	-11	-3	-4	0.2	0	-7	2	6	0.1
COc1ccc(C2CC(c3ccccc3C(F)(F)F)=NN2c2ccc(S(N)(=O)=O)cc2)cc1 (configuration not stated)	6	9	-10	17	-290	14	-7	i	7	0.5
O=C(COC(=O)CNC(=O)c1ccco1)Nc1ccc(Cl)cn1	-7	8	-1	-13	-0.7	-1	-3	-1	0	-0.3
COc1ccccc1C1NC(=O)NC(C)=C1C(=O)OC1CCCC(C)C1 (configuration not stated)	4	-4	2	-2	0.2	-3	5	7	-7	1.8
Cc1ccn(CC(=O)O)c(=O)c1	4	-14	5	18	0.2	5	0	3	-1	2.3
O=C(N/N=C/c1cc(Br)ccc1O)c1ccncc1	-6	1	-11	9	-6.0	-3	-2	9	5	-7.1
CC1(c2ccccc2)NC(=O)N(CC(=O)NCCC2=CCCCC2)C1=O (configuration not stated)	-3	-8	-4	9	0.5	2	7	-7	-5	0.5

Source: PubChem
